Bioassay records deposited in PubChem by National Center for Advancing Translational Sciences (NCATS).
PTHR1 agonist: agonists of human PTHR1 parathyroid hormone receptor | Q03431 | HEK293 GP2 PTHR1 cells, GloSensor cAMP luminescence, 1 h | Potency, µM (titrated, usually from 115 µM), without a hit: top-dose activation, actives largely listed as activators | 410,000 compounds, 0.075% hits | AID 743266; also: potency is read from the fitted curve at half-maximal effect; nearly all actives have a fitted effect of over 55% in size; some results filed as inactive show a strong effect at the top dose; inactives centre near -15; many of its hits are not listed in these tables
Target sequence (Q03431 whole entry, looked up): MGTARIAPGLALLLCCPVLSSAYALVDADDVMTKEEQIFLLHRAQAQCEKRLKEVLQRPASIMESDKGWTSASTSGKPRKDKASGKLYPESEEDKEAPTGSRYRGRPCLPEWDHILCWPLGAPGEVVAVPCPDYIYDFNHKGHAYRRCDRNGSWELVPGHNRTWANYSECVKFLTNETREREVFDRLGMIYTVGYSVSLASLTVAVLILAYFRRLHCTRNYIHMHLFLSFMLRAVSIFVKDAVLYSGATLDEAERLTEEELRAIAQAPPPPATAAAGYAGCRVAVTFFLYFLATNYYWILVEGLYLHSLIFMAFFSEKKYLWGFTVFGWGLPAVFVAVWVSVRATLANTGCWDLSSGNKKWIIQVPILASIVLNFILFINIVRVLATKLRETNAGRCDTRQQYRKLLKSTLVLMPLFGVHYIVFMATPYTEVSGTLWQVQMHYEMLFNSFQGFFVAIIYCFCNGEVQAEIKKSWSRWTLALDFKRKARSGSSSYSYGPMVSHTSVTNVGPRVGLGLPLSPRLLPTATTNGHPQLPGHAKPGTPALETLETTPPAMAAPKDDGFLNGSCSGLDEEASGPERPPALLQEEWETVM
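HEK-293-derived GP2 cells expressing PTHR1 and a GloSensor cAMP reporter, 3,000/well, plated overnight, given luciferin plus IBMX (each 0.5 mM as added) for 1 h at 37 °C, then compound for 1 h at 37 °C. Luminescence was read after 15 min at room temperature.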
TDP43 rescue: TDP-43 toxicity inhibition in yeast | TDP-43 expressing yeast growth rescue, BacTiter-Glo, 24 h | Potency, µM (series often up to 46.1 µM), for inactives: at the highest dose growth rescue (activation), actives largely listed as activators | 410,000 compounds, 1.8% hits | AID 652104; also: potency is read from the fitted curve at half-maximal effect; % of control where 0% means no effect; nearly all actives have a fitted effect of over 50% in size
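Cell-based yeast growth screen: TDP-43 expression induced in galactose, inoculum OD600=0.02 after raffinose pregrowth to mid-log. Read-out BacTiter-Glo luminescence at 24 hr, 30 deg C; inhibition of toxicity seen as signal increase.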
Abeta yeast res: restores growth of yeast expressing A-beta42 peptide; yeast expressing A-beta42, growth rescue, OD600, 48 h; response scale: 0% DMSO, 100% iron-clioquinol control; Potency, µM (series often up to 46.1 µM), for the others: at the top dose growth rescue, most hits filed as activators; 410,000 compounds, 0.063% hits; AID 1347071; also: potency is read from the fitted curve at half-maximal effect; nearly all actives have a fitted effect of over 55% in size
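Growth rescue measured by 600 nm absorbance after 48 h yeast culture at 30 C with compound. Values normalized between DMSO and an equimolar ferric chloride plus clioquinol control.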
FUS yeast rescue: suppressors of FUS proteinopathy in yeast; 390,000 compounds, 0.24% hits; Potency, µM (highest dose often 76.6 µM), inactives show at the top dose growth rescue (activation), hits mostly activators; S. cerevisiae FUS-expressing, growth rescue, OD600, 24 h;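 also: potency is read from the fitted curve at half-maximal effect; plate controls were DMSO vehicle for no effect and reference control for full effect; nearly all actives have a fitted effect of over 55% in size; some results filed as inactive show a strong effect at the top dose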
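Cultures pregrown in 2.5% raffinose medium are shifted to minimal medium containing 2% galactose to express toxic FUS. Compounds are tested at several concentrations. After 24hr at 30C, growth is quantified at 600 nm absorbance.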
GLP1R inv ag: acts as inverse agonist at human GLP-1 receptor; 410,000 compounds, 1.6% hits; AID 624417; Potency, µM (titrated, usually from 38.3 µM), for the others: top-dose activity change, negative = inhibition, usual class: inhibitors; HEK293 GLP-1R CRE-luciferase, luminescence, 24 h; GLP-1R form is constitutively active; P43220; also: potency is read from the fitted curve at half-maximal effect; % is scaled to controls: 0 for no effect and ±100 for the full control effect; nearly all actives have a fitted effect of over 55% in size
Target sequence (P43220 whole entry, looked up): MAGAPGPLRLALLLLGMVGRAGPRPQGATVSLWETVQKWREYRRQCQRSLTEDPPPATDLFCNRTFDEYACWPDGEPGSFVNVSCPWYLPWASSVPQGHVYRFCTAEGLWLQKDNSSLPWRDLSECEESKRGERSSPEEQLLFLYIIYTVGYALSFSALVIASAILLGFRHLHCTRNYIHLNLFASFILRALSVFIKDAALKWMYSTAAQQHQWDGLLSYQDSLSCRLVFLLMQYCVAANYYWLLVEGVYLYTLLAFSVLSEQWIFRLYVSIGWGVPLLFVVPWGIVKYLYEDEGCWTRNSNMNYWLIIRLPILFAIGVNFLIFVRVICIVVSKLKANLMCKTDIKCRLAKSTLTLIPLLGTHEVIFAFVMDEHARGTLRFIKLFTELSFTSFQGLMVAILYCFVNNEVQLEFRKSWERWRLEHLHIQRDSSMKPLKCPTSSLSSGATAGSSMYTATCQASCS
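Luminescence readout: a drop in cAMP-driven luciferase signal flags inverse agonism at a constitutively active GLP-1R stably expressed in HEK293. Compound exposure lasted 24 hr at 37 deg C, 5% CO2.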
pAkt inh: inhibitors of Akt phosphorylation; activity change, % for hits at 50 µM; Neuro2A IGF-stimulated pAkt S473 HTRF, 20 min; hits give low values; 360,000 compounds, 0.32% hits; AID 651550; in the data active = activity change below about -80%; inconclusive = mostly about -51% to -80%; also: % is scaled to controls: 0 for no effect and ±100 for the full control effect
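Single-point screen (50 µM final compound) in Neuro2A cells stimulated 20 min with 6 nM IGF at 37 deg C. After lysis, Ser473-phosphorylated Akt read by HTRF (ex 330 nm, em 615/665 nm) as the 665/615 ratio.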
GLP1R cytotox: cytotoxicity counter-screen for GLP-1 receptor inverse agonists. HEK293 cAMP-luciferase reporter cells, luminescence, 24 h. Potency, µM (doses to about 38.3 µM), without a hit: top-dose activity change, negative = inhibition, hits mostly inhibitors. 410,000 compounds, 0.13% hits. AID 624418;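 also: loss of luciferase light is scored as toxicity; potency is read from the fitted curve at half-maximal effect; % is scaled to controls: 0 for no effect and ±100 for the full control effect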
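MLSMR compounds, 24 hr on cells at 37 deg C/5% CO2; luminescence after luciferase reagent (12 min RT). Inhibition counted as the undesired cytotoxic outcome.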
aSyn yeast inh: inhibitors of alpha-synuclein toxicity in yeast. Yeast expressing alpha-synuclein, growth rescue, BacTiter-Glo, 24 h. Potency, µM (titrated, usually from 46.1 µM), for inactives: at the highest dose growth rescue (activation), usual class: activators. 370,000 compounds, 0.14% hits. AID 652106; also: potency is read from the fitted curve at half-maximal effect; % of control where 0% means no effect; nearly all actives have a fitted effect of over 65% in size
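Screening used galactose-induced yeast with toxic alpha-synuclein levels, exposed to compound for 24 hr at 30 deg C. Cell growth, read with BacTiter-Glo luminescence, gave the measured signal.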
MmCpn inh: M. maripaludis TRiC chaperonin inhibition. purified Mm-Cpn ATPase, ADP Transcreener TR-FRET. Potency, µM (titrated, usually from 76.9 µM), for inactives: top-dose activity, negative = inhibition, most hits filed as inhibitors. 330,000 compounds, 0.031% hits. AID 504842; also: potency is read from the fitted curve at half-maximal effect; % is scaled to controls: 0 for no effect and ±100 for the full control effect; nearly all actives have a fitted effect of over 80% in size
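Inhibition of chaperonin ATP hydrolysis is measured as reduced ADP production, detected by competitive TR-FRET in which signal falls with ADP. Final enzyme 25 nM and ATP 10 uM, reacted 30 min at 37°C.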
* hit, by the source's call; i = inactive; ? = inconclusive; · = no result given; & = joins results of further samples; [ ] = dose if it differs, or a comment. Unless noted, calls follow the shape of the dose curve; as a rule, active = well fitted curve in the direction sought with a large enough effect; inconclusive = small, poorly fitted or top-dose-only effect, or another doubt; inactive = no such curve, though single readings can be large; an effect the other way counts as inactive or inconclusive.

Results follow in this order: GLP1R inv ag | FUS yeast rescue | pAkt inh | MmCpn inh | aSyn yeast inh | GLP1R cytotox | Abeta yeast res | PTHR1 agonist | TDP43 rescue
> Cc1cc(C)c2oc(C(=O)N(Cc3ccc(F)cc3)C3CCS(=O)(=O)C3)cc(=O)c2c1 (stereo unspecified)
  82%&46%[activator] | 18%&16% | i | 0% | 8% | -10%&-11% | -14%&-7% | i | -15%&1%
> O=C1C(Cl)=C(Nc2ccc3cn[nH]c3c2)C(=O)c2ccccc21
  ? | 10% | i | -9% | -3% | ? | -87%[inhibitor] | -25% | -95%[inhibitor]
> Cc1csc(-c2nc3ccccc3n2C(C)c2nc3ccccc3[nH]2)c1 (stereo unspecified)
  ? | 40% | i | · | 3% | -6% | -22% | -9% | 29%
> COC(=O)C1=C2SC(C)C(=O)N2C(N)=C(C#N)C1c1cc(OC)c(OC)c(OC)c1 (stereo unspecified)
  10% | 44% | i | 0% | 2% | -7% | -7% | -22%[57.5 µM] | 19%
> NC(=O)C1=C(N)c2ccccc2C1c1ccccc1 (stereo unspecified)
  -18% | · | i | · | -1% | -9% | 0% | -25% | -8%
> COc1ccccc1CC(=O)Nc1ccc(OC)c(OC)c1
  0% | -12% | i | 0% | 1% | -5% | -1% | i | 17%
> Cn1c(C(=O)N2CCCC(C(=O)NCCN3CCOCC3)C2)cc2sccc21 (stereo unspecified)
  8% | -3% | i | 2% | 1% | -23% | 12% | i | -11%
> CCn1c(CCNS(=O)(=O)c2ccccc2Br)nnc1SC
  11% | -14% | i | -15% | 0% | -2% | -8% | -3% | 6%
> OC(COCC(F)(F)C(F)(F)C(F)(F)C(F)F)Cn1c2ccc(Cl)cc2c2cc(Cl)ccc21 (stereo unspecified)
  1.8µM* | · | i | -5% | -3% | ? | ? | -43%[inhibitor] | -16%
> COCCNC(=S)N1CCC(c2nc(-c3ccc(N(C)C)cc3)no2)CC1
  -5% | 41% | i | -4% | 1% | 15% | 2% | -38%[inhibitor] | 5%
> Cc1ccc(S(=O)(=O)Oc2ccc3c(c2)O/C(=C\c2cccnc2)C3=O)cc1
  1% | 14% | i | -1% | 3% | 6% | 6% | i | -11%
> Cc1nnc2c(N3CCN(c4ccccc4F)CC3)nc3ccc(C(=O)c4ccccc4)cc3n12
  13% | 1% | · | · | · | -12% | -6% | i | 8%
> COc1cc(-c2nnc3n2CCCCC3)cc(OC)c1OC
  11% | 6% | i | 1% | -1% | -6% | 5% | i | 4%
> CC(C)CC(c1nnnn1CCc1ccccc1)N1CCN(C(=O)c2ccco2)CC1 (stereo unspecified)
  0% | 20% | i | -2% | 0% | 3% | 12% | -4%[57.5 µM] | 4%
> O=C(Nc1cc2c(cc1C(=O)O)OCCCO2)c1ccc(F)cc1F
  21% | -15% | i | 0% | 0% | -4% | 7% | i | 9%
> CCN(CC(=O)Nc1c(F)cccc1F)C(=O)c1ccc(=O)n(Cc2ccccc2)n1
  23% | 12% | i | -3% | -3% | -2% | -12% | -9% | -20%
> CC1(C)CC2CC(C)(CN2CC(O)COc2ccccc2)C1 (stereo unspecified)
  9% | 2% | i | -1% | 1% | 8% | -7% | -19% | -3%
> O=c1[nH]c(C(F)(F)F)nc2ccc3ccccc3c12
  -22% | -16% | i | -2% | 3% | -19% | -5% | -29% | -15%
> Cc1ccc(Cn2ncc3c(N4CCN(C5CCCC5)CC4)ncnc32)cc1
  14% | 14% | i | 3% | -3% | -1% | -3% | -5% | -11%
> O=C(Cn1c2ccc(F)cc2c2nc3n(c(=O)c21)CCS3)Nc1ccccc1C(F)(F)F
  18% | 15% | i | 5% | 0% | 8% | -4% | i | 4%
> COC(=O)C1C/C(=N/NS(=O)(=O)c2ccc(C)cc2)CS1 (stereo unspecified)
  -8% | 11% | i | ? | -2% | 1% | 19% | i | -30%
> Cc1cc(=O)[nH]c(N/N=C/c2sccc2C)n1
  13% | · | i | -3% | 2% | 0% | 4% | -21% | 9%
> Cc1cc(C)c(O)c(-c2cc(C(=O)Nc3ccc(S(=O)(=O)N4CCOCC4)cc3)[nH]n2)c1
  ? | ? | i | -2% | 0% | 5% | 1% | -25% | 7%
> CCC(=O)NC(=S)Nc1ccc(NC(=O)c2cccc([N+](=O)[O-])c2C)cc1
  -13% | 14% | i | 0% | -11% | -25% | -8% | -15% | 4%
> CCOC(=O)c1ccc(CN(Cc2ccccc2C)S(=O)(=O)c2ccc(F)c(C(=O)Nc3cccc(OC)c3)c2)cc1
  -19% | 29% | · | · | · | 8% | -5% | -31%[inhibitor] | 28%
> CCOC(=O)C1=C(C)NC(=O)NC1c1ccc(-c2ccccc2F)o1 (stereo unspecified)
  -25% | 6% | i | 0% | -1% | -3%[1.53 µM] | 5% | -14% | -5%
> CN(CC(=O)Nc1cccc(F)c1)C(=O)c1ccc(COc2ccccc2)cc1
  ? | ? | i | -1% | -2% | -29% | 11% | -51%[inhibitor] | -5%
> COC(=O)CCCN1C(=O)NC(c2ccc(-c3ccccc3)cc2)C(C(=O)OCc2ccccc2)=C1C (stereo unspecified)
  9% | -10% | i | 2% | 1% | -2% | -1% | -5% | 17%
> Cc1ccccc1NC(=O)C1CC(=O)N(Cc2ccccc2)C1 (stereo unspecified)
  11% | 4% | i | 4% | 0% | -4% | -15% | -29% | -15%
> Cc1ccc(-n2c(=O)c3ccc(C(=O)NCc4ccco4)cc3n(CC(=O)Nc3ccccc3C(F)(F)F)c2=O)cc1
  2% | -5% | · | · | · | 7% | -3% | -26% | 16%
> CCN(CC)c1ccc(/C=N/NC(=O)c2cccc(S(=O)(=O)Nc3ccccc3OC)c2)c(O)c1
  ? | 35% | i | -8% | -3% | 87%[activator] | -44%[inhibitor] | -7% | 0%
> O=C(NC1CCC(O)CC1)c1ccc(S(=O)(=O)NCc2ccco2)cc1 (stereo unspecified)
  -1% | 7% | i | 2% | 1% | -7% | 27% | -5%[57.5 µM] | -5%
> CN(C)C(CNC(=O)C1CCN(S(=O)(=O)c2cccc(C(F)(F)F)c2)CC1)c1ccccc1 (stereo unspecified)
  ? | 11% | i | 2% | 2% | 0% | 4% | -1% | -8%
> Cc1ccc2nc(-c3cccnc3)cc(C(=O)Nc3ccc(F)cc3C)c2c1
  5% | -5% | i | -2% | 9% | 1% | 12% | i | 22%[9.22 µM]
> C/C(C/C(C)=C1/SC(=S)NC1=O)=C1\SC(=S)NC1=O
  1% | 16% | i | -12% | 1% | -4% | ? | -4% | -3%
> O=C(COC(=O)CCNS(=O)(=O)c1ccc(Cl)cc1)NCc1ccco1
  6% | 5% | i | 0% | -7% | 5% | 5% | -18% | -6%
> COc1cc(NC(=O)COCc2cc(-c3ccc4c(c3)OCO4)on2)c(OC)cc1Cl
  3% | -6% | · | · | · | 1% | -11% | -14% | 23%
> CNS(=O)(=O)c1cccc(C(=O)OCC(=O)Nc2ccccc2F)c1
  -3% | 21% | i | 3% | 1% | 5% | -12% | -4% | -8%
> CS(=O)(=O)N1CCN(c2ccc([N+](=O)[O-])c(NCc3ccc(Cl)cc3)c2)CC1
  7% | 17% | i | 2% | -3% | -10% | 25% | i | -18%
> CC1CN(C(=O)CSc2cn(CC(=O)N3CCOCC3)c3ccccc23)CC(C)O1 (stereo unspecified)
  -3% | 5% | i | 3% | 1% | 1% | 9% | i | -12%
> CCOC(=O)C1(CCc2ccccc2)CCN(Cc2ccn[nH]2)CC1
  -22% | 5% | i | -1% | 0% | -4% | 5% | i | -4%[0.397 µM]
> c1ccc(CCn2cccc2)nc1
  14% | -8% | i | · | -10% | 9% | 23% | -8% | 11%
> Cc1ccc(-c2nc(CS(=O)(=O)CC(=O)NC3CC3)c(C)o2)cc1
  11% | -21% | · | ? | 11% | 9% | -9% | -7% | 11%
> Cc1cc(OC(=O)c2ccc(C)c(C)c2)c([N+](=O)[O-])c(=O)[nH]1
  21% | 42% | i | 2% | -2% | -23% | · | i | ?
> COc1ccc(/C=C/C(=O)NCC(=O)N/N=C/c2cc(Br)ccc2OC)cc1
  0% | 27% | i | 1% | 0% | 3% | -8% | i | -12%
> Cc1ccc(C)c(N2CCN(C(=O)C3CCN(S(=O)(=O)c4cccc5nsnc45)CC3)CC2)c1
  ? | ? | i | -8% | 18% | -22% | -9% | i | -12%
> Cc1ccc(NC(=O)COS(=O)c2ccc(C)cc2)cc1 (stereo unspecified)
  2% | 12% | i | -1% | 2% | 2% | 8% | i | 8%
> Cc1ccc(CNC2CCCCC2)s1
  -19% | 11% | i | -1% | -9% | 3% | 0% | -17% | 0%
> COc1ccc(Nc2ccc(Nc3ccc(OC)cc3)nn2)cc1
  ? | -12% | i | -1% | 0% | -25% | -21% | i | 3%
> Cc1cc2c(C)ccc(C)c2nc1SCC(=O)c1cccs1
  -5% | -1% | · | -10% | · | 7% | 10% | i | 20%
> O=C(N/N=C/C=C/c1ccco1)c1cccs1
  164%[activator] | 11% | i | -3% | -5% | -2% | -11% | 0% | -8%
> COc1ccc(C(=O)N2CCC(C(=O)Nc3ccccc3Cl)CC2)cc1
  -2% | -1% | · | · | · | -17% | -7% | i | 16%
> Cc1cccc(-c2noc(CCC(=O)NCc3ccccc3)n2)c1
  1% | 10% | i | 0% | 7% | -16% | -2% | -83%[inhibitor] | -6%

The list is partial; the hit share may differ from the screen's.
